# DAGLB inhibitor: diacylglycerol lipase beta (human) inhibition; HEK293T DAGLB membrane lysate, EnzChek fluorogenic substrate; inhibition, % at 5.17 µM; 0.059% of 340,000 active; AID 504411; in the data active = inhibition above about 34%;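 note: 0% = enzyme with vehicle and 100% = wells lacking enzyme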
# Target sequence (Q8NCG7 whole entry, looked up): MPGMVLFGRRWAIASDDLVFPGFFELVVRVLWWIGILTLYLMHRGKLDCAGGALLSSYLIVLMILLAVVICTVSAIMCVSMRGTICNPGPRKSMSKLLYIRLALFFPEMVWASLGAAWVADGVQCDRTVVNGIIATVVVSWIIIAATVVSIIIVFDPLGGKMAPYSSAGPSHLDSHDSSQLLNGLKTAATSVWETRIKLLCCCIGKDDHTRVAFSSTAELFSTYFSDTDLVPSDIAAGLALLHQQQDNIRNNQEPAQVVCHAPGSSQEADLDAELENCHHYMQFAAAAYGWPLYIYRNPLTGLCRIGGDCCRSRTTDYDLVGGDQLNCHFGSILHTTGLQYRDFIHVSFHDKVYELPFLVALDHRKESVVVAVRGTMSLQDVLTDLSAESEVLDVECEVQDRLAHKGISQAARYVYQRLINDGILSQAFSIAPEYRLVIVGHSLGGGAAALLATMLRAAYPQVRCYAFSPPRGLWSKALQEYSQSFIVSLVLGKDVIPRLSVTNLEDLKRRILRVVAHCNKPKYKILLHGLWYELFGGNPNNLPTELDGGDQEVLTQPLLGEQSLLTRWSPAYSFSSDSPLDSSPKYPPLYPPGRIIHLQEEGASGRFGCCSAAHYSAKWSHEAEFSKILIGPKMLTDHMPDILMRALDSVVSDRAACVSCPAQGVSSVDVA
# Tat export inh: blocks Tat-dependent protein export in E. coli; 0.036% of 340,000 active; AID 488895; inhibition, % at 10 µM; E. coli MC4100 TorA-mCherry Tat export, fluorescence;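 active = mean replicate inhibition at least 50% and at least half of replicates individually reaching 50%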;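 note: exported cargo escapes ClpAP degradation while cytoplasmic cargo is degraded and loses fluorescence; 0% = median of neutral control wells and 100% = median of NaSCN control wells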
# PKA-R1A activ: activators of PKA-R1A complex | P00514+P68181 | PKA-R1A dissociation, Cy5-IP20 fluorescence polarization; scaled: DMSO 0%, 113 µM cGMP 100% | 0.083% of 340,000 active | activation, % at 11.4 µM;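 active = percent activation above the mean of all tested compounds plus 3 SD, cut at about 19% in these data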;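 note: higher means more PKAc released from R1A so a rise in polarization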
# PKA-R2B act: activates the human PKA-R2B holoenzyme complex | activation, % at 11.4 µM | 0.079% of 340,000 active | PKA-R2B holoenzyme dissociation, Cy5-IP20 fluorescence polarization; R2B truncated from residue 108, S112A mutant; 0% DMSO only, 100% 113 µM cGMP;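 active = activation above a cutoff set at the mean over all compounds plus 3 SD, cut at about 18% in these data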;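 note: higher means more holoenzyme dissociation and a rise in polarization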
# HTR5A inv ag: counter-screen for OPRM1-OPRD1 inverse agonists: human HTR5A inverse agonism; AID 504634; 0.083% of 340,000 active; inhibition, % at 9.3 µM; HTR5A cell line, luminescence; P47898; in the data active = inhibition mostly above about 23%, no sharp cut-off; inactive = mostly below about 18%;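 note: 0% = cells with DMSO and 100% = no-cell wells with DMSO; some compounds called inactive have numbers as strong as hits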
# Target sequence (P47898 whole entry, looked up): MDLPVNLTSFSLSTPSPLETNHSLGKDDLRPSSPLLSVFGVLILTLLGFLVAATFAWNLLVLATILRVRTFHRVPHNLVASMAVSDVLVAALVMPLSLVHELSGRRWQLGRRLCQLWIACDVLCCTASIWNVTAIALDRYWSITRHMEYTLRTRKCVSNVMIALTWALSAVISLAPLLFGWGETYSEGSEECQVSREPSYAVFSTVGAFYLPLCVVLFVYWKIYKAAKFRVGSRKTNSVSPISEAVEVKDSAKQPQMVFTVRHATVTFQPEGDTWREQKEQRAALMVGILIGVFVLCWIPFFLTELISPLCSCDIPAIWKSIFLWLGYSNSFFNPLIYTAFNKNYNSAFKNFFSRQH
# HTR5A ag ctr: counter-screen for OPRM1-OPRD1 agonists: human HTR5A agonism; P47898; HTR5A agonist assay, luminescence, cell-based; activation, % at 9.3 µM; 0.61% of 340,000 active; in the data active = activation mostly above about 9.5%, no sharp cut-off; inactive = mostly below about 7.6%;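 note: 0% = cells with vehicle only and 100% = reference agonist; strong numbers were not always called active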
# AddAB inh: less growth of phage-infected E. coli with AddAB | inhibition, % at 11.9 µM | AID 435030 | 0.29% of 330,000 active | E. coli expressing H. pylori AddAB, absorbance growth; in the data active = inhibition above about 12%;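 note: 0% = vehicle wells of infected cells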
# CDK5 inh: inhibitors of human CDK5/p35 kinase; Recombinant CDK5/p35, ADP-Glo luminescence, 60 min; Q00535+Q15078; inhibition, % at 10 µM; AID 488839; 0.01% of 330,000 active;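 active = highest replicate inhibition of at least 50% and at least 75% of replicates reaching 50%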;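 note: plate controls were DMSO neutral control for no effect and GW8510 at 10 µM for full effect; many of its hits are not listed in these tables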
# phage Ecoli inh: E. coli growth loss with phage present | growth absorbance | 0.26% of 360,000 active | inhibition, % at 11.9 µM; in the data active = inhibition above about 11%
# Mot1-301 SUMO: inhibitors of SUMOylation pathway: yeast Mot1-301 growth rescue; S. cerevisiae Mot1-301 growth rescue, ATP luminescence, 38.5C; percent above DMSO median, 100 means doubled; growth rescue, % at 18.8 µM; 1% of 320,000 active;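 active = every valid replicate shows activation above 250% relative to neutral control wells; inactive = the rest, any valid replicate at or below 250%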;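 note: OY570 slx delta 5 strain wells were the positive control but not used for scaling; some compounds called inactive have numbers as strong as hits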
# E coli growth: counter-screen for AddAB inhibitors: E. coli growth inhibition; E. coli V3065 growth, OD600 absorbance, 18 h; inhibition, % at 11.9 µM; 0.27% of 330,000 active; AID 449728;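 active = inhibition above the campaign's mean inhibition across all tested compounds plus 3 SD, cut at about 9.9% in these data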;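 note: uninfected addAB+ strain grown without phage in ampicillin broth; 0% = DMSO wells and 100% = ciprofloxacin 0.95 µg/ml wells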
# An asterisk follows results filed as active; x = not tested or not shown.
SMILES,DAGLB inhibitor,Tat export inh,PKA-R1A activ,PKA-R2B act,HTR5A inv ag,HTR5A ag ctr,AddAB inh,CDK5 inh,phage Ecoli inh,Mot1-301 SUMO,E coli growth
Fc1cnc(N2CCOCC2)nc1NCc1ccccc1,-1,-2,13,3,-27,4,1.6,-1.0,3.3,-4,-1.8
CCOc1ccc2nc(SCc3ccc(C(=O)OC)o3)[nH]c2c1,2,0,-3,3,0,-3,2.6,0.2,6.0,1,2.9
COc1ccc(C(=O)NNC(=O)C(NC(=O)c2cc(OC)cc(OC)c2)C(C)C)cc1 (stereo not given),1,-1,7,1,-3,1,0.4,-0.3,1.1,-17,-0.5
CCOC(=O)c1c2ccccc2[n+]([O-])n1[C@@H](C)C(N)=O,1,3,12,0,-42,5,1.9,-2.5,4.9,-6,1.4
O=S(=O)(c1cccc2nsnc12)N1CCCCC1,0,0,-12,8,-25,-2,3.6,-0.3,-0.9,-7,-2.2
CCN(CC)S(=O)(=O)c1cc(Br)c(C)cc1OC,-1,-2,-2,1,7,-3,1.4,1.1,3.2,48,-3.9
O=C(Cn1nnc(-c2ccc(Cl)cc2)n1)N1CCN(C(=O)c2ccco2)CC1,0,0,4,-10,-21,9,0.3,0.1,1.9,-13,-1.6
Cc1ccc(S(=O)(=O)NCCC(=O)NCC(c2ccc(F)cc2)N2CCOCC2)cc1 (stereo not given),-1,-11,0,-16,7,1,1.3,-7.6,0.9,23,1.2
CC(C)C1Nc2ccc(C(=O)NC3CCCCC3)cc2NC1=O (stereo not given),-1,0,2,2,9,-3,2.8,0.7,x,-5,-2.7
COc1cc(C=O)ccc1OC(=O)N1CCOCC1,1,-4,4,12,-17,5,0.6,1.3,1.0,-25,1.6
O=C(Nc1ccc2ccccc2c1)c1cn(-c2ccccc2)nc1-c1cccs1,-4,5,-10,0,-19,-7,3.4,3.3,-1.2,-6,4.5
CCN(CC)c1ccc(/C=N/NC(=S)NCc2ccc(OC)cc2)cc1,2,8,-13,8,16,-1,3.3,1.0,3.1,17,0.3
Cc1ccc(S(=O)(=O)N2CCOCC2)cc1C(=O)Nc1nc2ccccc2[nH]1,4,-1,7,5,-33,-1,1.6,-1.3,2.8,-27,0.9
CC1(C)Cc2cccc(OCC(=O)OCC(=O)Nc3cccc(S(N)(=O)=O)c3)c2O1,2,1,8,-2,0,-5,-0.5,-3.3,2.9,0,-2.4
O=C(NCCCN1CCCC1)[C@H](CSCc1ccccc1)N1Cc2ccccc2C1=O,-5,-1,-6,-7,0,4,-0.6,-0.6,0.3,275,0.4
COc1ccc(NC(=O)c2cc([N+](=O)[O-])ccc2O)cc1,5,9,-7,-6,-6,1,8.3,1.7,7.6,-44,7.5
Cc1cc(C)cc(-n2cnc3cc(C(=O)O)ccc32)c1,0,-8,-7,-4,-15,5,3.1,4.6,0.1,-2,3.2
Cc1cccc(-n2c(SCC(=O)c3c(N)n(C4CC4)c(=O)[nH]c3=O)nnc2N2CCOCC2)c1,0,4,-6,-1,2,-1,-0.5,1.4,1.5,-1,0.3
CSc1nc(-c2ccco2)nn1C(=O)c1ccccc1,0,6,1,4,-8,-1,0.8,-0.7,3.4,0,1.9
COc1cc(OC)cc(-c2c(-c3cccs3)c3cc(-c4cnc(N)nc4)ccc3n2C)c1,3,3,-12,-2,1,2,-0.2,-1.0,2.5,10,-1.8
COc1ccc(C(C(=O)NCC2CCCO2)N(Cc2cccs2)C(=O)c2snc(C(N)=O)c2N)cc1 (stereo not given),2,1,12,6,-10,0,0.1,-1.5,-1.8,13,0.8
CCOc1ccc(N(CC(=O)NC2CCCCC2C)S(=O)(=O)c2c(C)noc2C)cc1 (stereo not given),-2,-2,3,-5,-18,-1,2.7,0.4,-0.3,174,2.1
Cc1[nH]c2ccccc2c1C(=O)CSc1nc2cc(S(=O)(=O)N3CCCCC3)ccc2o1,-4,-1,-3,11,-16,6,2.6,1.7,1.1,55,0.1
O=c1c2cc(-c3ccccc3)sc2ncn1/N=C/c1ccco1,-12,-4,1,-4,4,-1,2.0,-0.7,1.7,x,1.5
CN(Cc1ccc(Cl)cc1Cl)C(=O)CCNC(=O)c1ccco1,1,-11,-6,2,9,-2,2.5,-0.9,2.1,8,1.6
O=C(O)CN(Cc1ccco1)S(=O)(=O)c1ccccc1,-2,1,-11,-10,10,0,1.8,0.0,0.1,1,-0.6
O=C(CCN1C(=O)C2C3CCC(C3)C2C1=O)Nc1ccccc1Cl (stereo not given),2,-4,6,1,7,2,3.5,0.0,1.2,-5,-1.3
COc1ccc2cc(/C=C/C(=O)N3CCN(CC(=O)N4CCCCCC4)CC3)ccc2c1,0,3,-5,-6,5,-2,3.6,0.0,x,2,1.1
O=C(Nc1ccccc1F)Nc1ccccc1N1CCCCC1,-7,11,1,13,-19,2,3.6,-0.1,-1.5,7,1.3
Cc1cc(C)cc(N(C(=O)c2sc(C)nc2C)C(C(=O)NC(C)(C)C)c2ccncc2)c1 (stereo not given),0,-2,-8,-9,12,-1,-2.1,0.1,4.3,-4,2.5
C=CC(COCc1ccccc1)N(CC(=O)OC)S(=O)(=O)c1cc(Br)ccc1OC (stereo not given),-9,-4,-12,6,-34,3,0.6,0.6,1.1,4,1.2
O=C(Nc1ccc2nn(-c3ccc(F)cc3)nc2c1)c1cccnc1,2,-8,-5,8,-18,11,1.9,-1.0,0.2,x,-0.8
COC(=O)c1ccc(OCC(=O)Nc2ccsc2C(=O)OC)cc1,-8,6,-5,-3,12,-5,2.5,1.7,3.6,5,0.4
COc1cccc(N=C2C(=O)N3CCCc4cccc2c43)c1,0,-3,3,2,-3,-2,2.8,1.2,1.4,2,-2.2
O=c1cnnc(SCCc2ccccc2)[nH]1,2,-6,-1,-5,2,3,0.4,-0.5,-1.0,19,0.0
Cc1nn(-c2ccccc2)c(C)c1NC(=O)COc1ccc2ccccc2c1,-1,-3,-8,-11,-14,10*,1.0,-1.7,2.6,-1,0.9
CCOc1ccc(N(CC(=O)NCC2CCCO2)C(=O)CCC(=O)Nc2nccs2)cc1 (stereo not given),-2,6,-13,-17,-13,0,-0.8,-10,2.3,10,-1.2
CCOC(=O)N1CCN(c2c(N3CCOCC3)c(=O)c2=O)CC1,1,5,-1,-2,-12,4,2.6,-1.6,2.8,-20,0.1
FC(F)(F)c1ccncc1-c1nnc(C2CCCCC2)o1,-1,0,0,3,8,5,-0.9,0.5,0.5,19,-0.3
C=CCc1c(C)nc(-c2ccccc2)nc1N/N=C(\C)c1ccccc1,-14,-9,-4,-14,31,1,-1.4,-0.1,1.9,-20,-0.2
Cc1csc(=NC(=O)c2ccccc2)n1Cc1ccco1,-5,1,-3,6,-31,9,2.9,0.4,3.7,11,3.4
CC[C@@]1(C(=O)OC)N[C@H](CN(C)C(=O)COc2ccccc2)[C@@H]2C(=O)N(C)C(=O)[C@@H]21,0,-7,1,4,-17,4,2.2,-1.4,2.8,x,-1.6
Cc1oc(-c2ccc(Cl)cc2)nc1CS(=O)CC(=O)NC1CCCCCC1 (stereo not given),0,0,-10,-9,-20,-2,1.9,1.6,-1.0,-16,-2.5
O=C(Nc1cccc(F)c1)C1C2C=CC3(CN(CCCN4CCOCC4)C(=O)C13)O2 (stereo not given),0,-6,2,10,-13,-2,0.0,0.8,1.1,6,-0.4
O=C(C[n+]1cccc2ccccc21)c1ccccc1,0,-6,-6,4,-10,4,3.3,-0.1,3.8,-27,-0.1
COC(=O)c1sccc1NC(=O)c1cc2c(s1)CCCC2,-19,7,-22,0,10,-1,-2.1,1.4,4.3,51,-0.6
Cc1cc(C)c(NC(=O)COC(=O)Cc2cccs2)c(C)c1,-2,-7,-8,-4,-23,0,0.0,0.4,3.0,24,0.3
Cc1nn(Cc2cccc(C(=O)N3N=C(C(F)F)CC3(O)C(F)F)c2)c(C)c1[N+](=O)[O-] (stereo not given),-1,0,2,2,2,1,-1.7,0.5,1.9,2,-0.9
CCN(CC)CCNC(C(=O)Nc1cc(C(F)(F)F)ccc1Cl)c1ccccc1 (stereo not given),2,3,4,4,-18,0,1.0,-0.5,0.2,15,-1.5
O=C(NOCc1ccccc1)c1ccc([N+](=O)[O-])cc1,1,-8,8,4,-2,1,2.9,-0.9,3.0,63,0.3
Cc1ccc(S(=O)(=O)NC2=NCN(Cc3ccccc3)CN2)cc1,-1,-9,-9,-5,9,4,5.2,-0.2,3.7,3,0.5
O=C(CN1CCN(c2ccccc2O)CC1)Nc1cccnc1Cl,2,-3,-1,-2,-25,4,-1.7,-2.4,3.3,x,-3.0
O=C(Cn1nnc(-c2ccc3c(c2)OCO3)n1)Nc1ccccc1C(=O)O,4,-5,3,7,4,-1,-1.3,1.5,-0.7,-12,0.6
C=CCNC(=S)N/N=C/c1cn(-c2ccccc2)nc1-c1ccc(OC)cc1,-1,-4,-9,-1,-18,10,0.3,x,2.1,10,-0.8
CCNC(=O)c1cccc(S(=O)(=O)N2CCCCCC2)c1,-1,-3,-7,-13,8,3,1.0,-0.3,3.2,7,1.5

# Some entries already given, limited to HTR5A inv ag, PKA-R1A activ and Tat export inh:
mol	HTR5A inv ag	PKA-R1A activ	Tat export inh
CCN(CC)CCNC(C(=O)Nc1cc(C(F)(F)F)ccc1Cl)c1ccccc1 (stereo not given)	-18	4	3
O=C(NOCc1ccccc1)c1ccc([N+](=O)[O-])cc1	-2	8	-8

# 5 compounds out of the list above, arranged by the number in PKA-R1A activ, descending:
SMILES | DAGLB inhibitor | Tat export inh | PKA-R1A activ | PKA-R2B act | AddAB inh | CDK5 inh | phage Ecoli inh | Mot1-301 SUMO
O=C(NOCc1ccccc1)c1ccc([N+](=O)[O-])cc1 | 1 | -8 | 8 | 4 | 2.9 | -0.9 | 3.0 | 63
CCN(CC)CCNC(C(=O)Nc1cc(C(F)(F)F)ccc1Cl)c1ccccc1 (stereo not given) | 2 | 3 | 4 | 4 | 1.0 | -0.5 | 0.2 | 15
O=C(CN1CCN(c2ccccc2O)CC1)Nc1cccnc1Cl | 2 | -3 | -1 | -2 | -1.7 | -2.4 | 3.3 | x
CCNC(=O)c1cccc(S(=O)(=O)N2CCCCCC2)c1 | -1 | -3 | -7 | -13 | 1.0 | -0.3 | 3.2 | 7
Cc1ccc(S(=O)(=O)NC2=NCN(Cc3ccccc3)CN2)cc1 | -1 | -9 | -9 | -5 | 5.2 | -0.2 | 3.7 | 3

# High-throughput results: PubChem, several laboratories
